WRN helicase inh: qHTS for Inhibitors of WRN Helicase | Bifunctional 3'-5' exonuclease/ATP-dependent helicase WRN (Homo sapiens), Q14191 | WRN helicase unwinding, fluorescent forked duplex, kinetic | Potency, µM (series often up to 114 µM), without a hit: at the top dose activity change, negative = inhibition, hits mostly inhibitors | hit rate 0.46% among 360,000; further: potency means the concentration at half of the fitted maximal effect; on the % scale 0 is the no-effect control and ±100 the full control effect; nearly all actives have a fitted effect of over 55% in size
Target sequence (Q14191 whole entry, looked up): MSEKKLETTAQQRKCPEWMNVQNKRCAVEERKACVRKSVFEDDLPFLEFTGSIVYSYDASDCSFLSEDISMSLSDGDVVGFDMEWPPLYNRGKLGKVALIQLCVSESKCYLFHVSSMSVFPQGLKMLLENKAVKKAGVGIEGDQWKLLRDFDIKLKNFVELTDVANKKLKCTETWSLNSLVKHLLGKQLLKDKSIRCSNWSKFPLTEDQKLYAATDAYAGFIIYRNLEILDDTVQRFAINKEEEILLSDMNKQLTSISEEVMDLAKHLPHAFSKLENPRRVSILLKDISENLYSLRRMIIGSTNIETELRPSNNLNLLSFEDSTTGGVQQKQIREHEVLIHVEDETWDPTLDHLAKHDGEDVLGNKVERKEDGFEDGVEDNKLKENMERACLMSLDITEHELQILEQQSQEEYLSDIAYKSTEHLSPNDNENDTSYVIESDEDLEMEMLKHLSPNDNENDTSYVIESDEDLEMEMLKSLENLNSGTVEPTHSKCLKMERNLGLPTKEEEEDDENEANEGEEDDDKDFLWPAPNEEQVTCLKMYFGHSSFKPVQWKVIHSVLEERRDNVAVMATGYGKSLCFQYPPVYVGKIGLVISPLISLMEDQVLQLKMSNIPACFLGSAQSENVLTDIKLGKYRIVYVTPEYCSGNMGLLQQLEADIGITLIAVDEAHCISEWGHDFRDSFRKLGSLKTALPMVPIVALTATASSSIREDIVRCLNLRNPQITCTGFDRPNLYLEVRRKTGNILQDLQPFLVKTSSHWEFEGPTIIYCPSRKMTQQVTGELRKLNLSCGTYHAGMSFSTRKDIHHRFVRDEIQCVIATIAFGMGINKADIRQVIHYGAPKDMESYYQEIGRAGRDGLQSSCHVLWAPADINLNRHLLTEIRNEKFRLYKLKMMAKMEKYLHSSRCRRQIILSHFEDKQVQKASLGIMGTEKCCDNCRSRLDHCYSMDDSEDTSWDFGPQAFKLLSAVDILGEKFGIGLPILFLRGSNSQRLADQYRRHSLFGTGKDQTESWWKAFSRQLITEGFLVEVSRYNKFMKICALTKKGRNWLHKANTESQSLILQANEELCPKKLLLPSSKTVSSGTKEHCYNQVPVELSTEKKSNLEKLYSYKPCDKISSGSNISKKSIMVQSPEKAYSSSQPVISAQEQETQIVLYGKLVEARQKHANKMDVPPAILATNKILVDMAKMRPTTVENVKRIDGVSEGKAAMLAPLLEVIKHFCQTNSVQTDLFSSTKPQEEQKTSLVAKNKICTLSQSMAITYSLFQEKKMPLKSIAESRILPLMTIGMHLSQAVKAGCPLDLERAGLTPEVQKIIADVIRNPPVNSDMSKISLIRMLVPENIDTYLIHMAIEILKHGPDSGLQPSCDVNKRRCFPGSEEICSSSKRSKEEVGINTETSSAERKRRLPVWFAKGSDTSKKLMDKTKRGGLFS
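Fluorescence dequenching readout, ex 525 nm/em 598 nm, kinetic mode: forked duplex DNA (100 nM final) with adjacent fluorophore and quencher unwound by WRN (20 nM final) with 2 mM ATP. Compound preincubation 15 min, room temperature.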
GLP-1R agonist: qHTS of GLP-1 Receptor Agonists | Glucagon-like peptide 1 receptor (Homo sapiens), P43220 | HEK293 GLP-1R CRE-luciferase, luminescence, 4-6 h; cells express a hypersensitive GLP-1R form | Potency, µM (highest dose often 45.6 µM), inactives show at the highest dose activation, usual class: activators | hit rate 0.007% among 380,000 | AID 624172, 2012; further: potency means the concentration at half of the fitted maximal effect; % of control where 0% means no effect
HEK293 tox: qHTS of GLP-1 Receptor Inverse Agonists: Cytotox Screen. HEK293 cAMP-luciferase reporter cells, luminescence, 24 h. Potency, µM (highest dose often 38.3 µM), without a hit: at the highest dose activity change, negative = inhibition, actives largely listed as inhibitors. hit rate 0.13% among 410,000;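 further: loss of luciferase light is scored as toxicity; potency means the concentration at half of the fitted maximal effect; on the % scale 0 is the no-effect control and ±100 the full control effect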
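Luminescence readout: signal drop marks cytotoxicity. Plated cells grew 12 h at 37 °C, 5% CO2, received 23 nL compound for 24 h, then got luciferase reagent, read after 12 min at RT.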
PLK1 PBD inh: qHTS for Inhibitors of PLK1-PDB (polo-like kinase 1 - polo-box domain): Primary Screen. Serine/threonine-protein kinase PLK1 (Homo sapiens), P53350. Plk1 PBD binding of FITC phosphopeptide, fluorescence polarization. Potency, µM, without a hit: max response, negative = inhibition, actives largely listed as inhibitors. hit rate 2.8% among 360,000. AID 720504, 2013; further: potency means the concentration at half of the fitted maximal effect; series mostly up to about 57 µM; on the % scale 0 is the no-effect control and ±100 the full control effect; nearly all actives have a fitted effect of over 65% in size
DRD3 agonist: qHTS of D3 Dopamine Receptor Agonist: qHTS; D(3) dopamine receptor (Homo sapiens), P35462; D3R DiscoveRx beta-arrestin cells, luminescence, 90 min; max activation, %; hit rate 0.58% among 410,000; in the data active means max activation above about 30%; further: 0% is about no effect; mostly tested at two doses, the higher about 12 µM
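Cells at 1500/well, incubated overnight, then treated with pinned compounds (dopamine as control) for 90 min at 37 degrees C. DiscoveRx reagent added for 30 - 60 minutes at room temperature; luminescence read.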
IL-2 act: qHTS of IL-2 Activators; IL-2 activation reporter assay, cell-based qHTS; stimulated with anti-CD3/CD4/CD28 beads; in transgenic mouse T cells; activation, % (series mostly up to about 46 µM); hit rate 0.065% among 360,000; AID 652025, 2013; in the data active means activation above about 50%; inconclusive means mostly about 30% to 49%; further: 0% is about no effect
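Using fluorescent plate cytometry, EGFP and DsRed are detected in transgenic mouse T cells stimulated 18 h at 37 degrees C with antibody-coated beads after 60 min compound pretreatment.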
GLP-1R inv ag: qHTS of GLP-1 Receptor Inverse Agonists (Inhibition Mode); Glucagon-like peptide 1 receptor (Homo sapiens), P43220; HEK293 GLP-1R CRE-luciferase, luminescence, 24 h; GLP-1R form is constitutively active; Potency, µM (highest dose often 38.3 µM), for the others: top-dose activity change, negative = inhibition, most hits filed as inhibitors; hit rate 1.6% among 410,000; further: potency means the concentration at half of the fitted maximal effect; on the % scale 0 is the no-effect control and ±100 the full control effect; nearly all actives have a fitted effect of over 55% in size
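GLP-1R inverse agonism mode: basal reporter luminescence in engineered HEK293 cells measured after one day of compound exposure at 37 deg C, with a 12 min room-temperature detection step.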
D3 antag: qHTS of D3 Dopamine Receptor Antagonist: qHTS. D3R cells, DiscoveRx beta-arrestin luminescence, antagonist mode; stronger effect = lower value. max response, negative = inhibition, %. hit rate 2.5% among 360,000. AID 652054, 2013; in the data active means max response below about -50%; inconclusive means no clear call, values can overlap the other calls; further: on the % scale 0 is the no-effect control and ±100 the full control effect; mostly tested at two doses, the higher about 12 µM
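Cells plated overnight at 1500 cells/well, then exposed to library compounds with dopamine controls for 90 minutes at 37 degrees C. DiscoveRx reagent added for 30–60 minutes at room temperature; luminescence read, quantitative HTS format.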
PI5P4Ka inh: qHTS for Inhibitors of phosphatidylinositol 5-phosphate 4-kinase (PI5P4K). PI5P4Kalpha enzyme, ADP-Glo luminescence, 60 min; stronger effect = lower value. Phosphatidylinositol 5-phosphate 4-kinase type-2 alpha (Homo sapiens), P48426. hit rate 1.2% among 330,000. AID 652105, 2013. max response, %; active means max response of -50% or lower; inconclusive means between -30% and -50%; inactive means -30% or higher; further: value at the top dose of about 77 µM; on the % scale 0 is the no-effect control and ±100 the full control effect
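qHTS, 1536-well: enzyme/substrate mix, compound by pin tool, 5 microM ATP final; RT 60 min; ADP-Glo reagents 1 (45 min) then 2 (30 min); luminescence.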
The depositor's hits bear a star; u = inconclusive; x = no result given; & = joins results of further samples; [ ] = remark or other dose. Unless noted, the call rests on the fitted dose curve; in most records, active means well fitted curve in the direction sought with a large enough effect; inconclusive means small, poorly fitted or top-dose-only effect, or another doubt; inactive means no such curve, though single readings can be large; an effect the other way counts as inactive or inconclusive.

SMILES	WRN helicase inh	GLP-1R agonist	HEK293 tox	PLK1 PBD inh	DRD3 agonist	IL-2 act	GLP-1R inv ag	D3 antag	PI5P4Ka inh
COc1cc(C(=O)N2CCN(C(=O)c3cccc4ccccc34)CC2)cc(OC)c1OC	-8%	7%	-1%	-4%	-7	-0.1	13%	-28	-9
CC(C)(C)C1CCc2onc(C(=O)Nc3ccc(F)cc3F)c2C1 (stereo not given)	-7%	6%	-10%	-4%	-12	-4.4	0%	60	x
Cc1ccc(SCC(=O)NCC2COc3ccccc3O2)cc1 (stereo not given)	-9%	-1%	-2%	-29%	-13	1.9	u	-17	3
Cc1cc(=O)[nH]c(SC(C(=O)O)c2ccccc2)n1 (stereo not given)	5%	-8%	2%	-5%	8	-0.7	6%	10	-7
CCOc1ccccc1C=NN1CCCCCC1	5%	-12%	7%	3%	5	-0.4	-19%	-15	-2
CC(C)(C)OC(=O)N1CCC(NC(=O)c2nc[nH]c2C(=O)N2CCN(C(=O)OC(C)(C)C)CC2)CC1	-1%	7%	1%	1%	7	-0.4	12%	6	-11
CCCCN1C(=S)SC(C)(C)C1/[N+]([O-])=C/c1ccc(S(=O)(=O)NC)cc1 (stereo not given)	-2%	11%	-25%	1%	7	2.7	-9%	-9	0
O=C(N/N=C\c1coc2ccccc2c1=O)c1ccco1	-1%	-1%	2%	-19%	3	-3.7	8%	5	-5
Cc1ccc(N(CC(=O)NC(C)C)C(=O)CCC(=O)Nc2nccs2)cc1	3%	0%	0%	-18%	15	-0.1	13%	-15	0
Cc1ccc(N(CC(O)CON=C2c3ccccc3-c3ccccc32)S(C)(=O)=O)cc1 (stereo not given)	-11%	13%	-15%	-5%	22	-1.8	u	16	x
Cc1ccc(-n2ccn(CC(=O)NCCc3ccccc3)c(=O)c2=O)cc1C	-1%	-4%	2%&4%	1%	-1&9	1.3	16%&9%	26	-3
O=C(Nc1cccc(Cl)c1)c1csc(COCCO)n1	-4%	-2%	2%	-10%	0	0.8	22%	-14	-2
CCOC(=O)Cc1c(C)nc2c(C#N)c(C)nn2c1C	5%	-5%	-2%	19µM*	3	-0.5	19%	6	-11
COc1ccc(CCNC(=O)CSc2nnc(CNC(=O)c3ccccc3F)o2)cc1OC	8%	-11%	1%	-8%	-8	1.3	7%	-15	3
Cc1cccc(CNS(=O)(=O)c2ccc(-c3coc(C)n3)cc2)c1	x	8%	-6%	x	4	x	-18%	x	x
CCOC(=O)c1cc(-c2ccc(OC)cc2)nn1-c1ccc(C(=O)O)cc1	7%	1%	-11%	7%	-3	-0.1	29%	15	-12
CCCCCCn1c(CN2CCC(C)CC2)nc2c1c(=O)n(C)c(=O)n2C	2%	6%	3%	0%	5	0.3	0%	6	x
O=C(C1CCC1)N1CCN(S(=O)(=O)c2ccccc2)CC1	-12%	-2%	-7%	-2%	-3	3.1	u	0	2
c1ccc(Cn2nc(-c3ccccc3)nc2-c2ccccc2)cc1	2%	7%	13%	-5%	-8	-4.2	u	-26	3
COc1ccc2cc3cc(C(=O)N4CCN(Cc5ccc6c(c5)OCO6)CC4)oc3nc2c1	-11%	-8%	-16%	-1%	7	-2.4	10µM*	20	0
O=C(NCCN1CCCC(O)C1)c1cc(COc2cccc(C(F)(F)F)c2)on1 (stereo not given)	8%	-4%	2%	1%	4	-3.3	7%	0	4
Cc1c(NC(=O)CCc2ccccc2)cccc1[N+](=O)[O-]	-32%	6%	5%	-11%	-3	-0.8	-3%	12	-2
N#Cc1cccc(NC(=O)Cn2cnc(S(=O)(=O)N3CCCC3)c2)c1	7%	4%	-13%	-9%	-16	1.1	-16%	-7	-1
CC1CCN(C(=O)C(Cc2ccccc2)n2cccc2)CC1 (stereo not given)	-3%	-3%	-16%	-3%	-3	0.1	u	0	2
CCOC(=O)Cn1c(=O)n(-c2cccc(Cl)c2)c2nc(-c3ccccc3Cl)nc(C(N)=O)c21	x	-1%	1%	x	-6	x	-18%	x	x
O=C(O)C1=C(C(=O)Nc2cc(C(F)(F)F)ccc2Cl)CCCC1	2%	-1%	-1%	7%	-9	-0.2	0%	4	7
Cc1cc([N+](=O)[O-])nn1CC(=O)Nc1cc(F)ccc1F	-7%	-3%	0%	-1%	-12	0.7	15%	-13	-8
CC(C)C(=O)c1cn(CC(=O)NCc2ccc3c(c2)OCO3)c2ccccc12	0%	-7%	3%	24µM*	2	1.6	u	5	0
N#C/C(=C\c1ccc(C#N)cc1)C(=O)c1ccccc1	-21%	-4%	3%	4.7µM*	-5	-1.7	7%	u	-14
CC(Oc1ccc2c(-c3ccccc3)cc(=O)oc2c1)C(=O)N[C@H](Cc1c[nH]c2ccccc12)C(=O)O (stereo not given in full)	-9%	6%	4%	-12%	-2	0.0	-4%	5	-5
COc1ccc(C(=O)C2CCCN(Cc3cccn3-c3ccccn3)C2)c(C)c1 (stereo not given)	1%	0%	0%[7.66 µM]	-3%	2	-1.0	u	9	9
CCC(/C=N/NC(=O)CCCCC(=O)N/N=C/C(CC)CC)CC	-3%	9%	-2%	-12%	-2	-0.7	-17%	9	4
O=C(c1ccc(Cl)cc1)N(Cc1cccs1)C1CCS(=O)(=O)C1 (stereo not given)	-3%	2%	-7%	2%	-1	-0.4	-2%	1	-8
O=C(c1ccccc1)N1CCCc2ccccc21	-6%	0%	-13%	0%	2	-0.1	-10%	14	-1
COc1ccc(CCNC(=O)C2CCCN2C(=O)Nc2ccc(Cl)cc2)cc1OC (stereo not given)	1%	1%	3%	4%	4	0.0	-8%	9	-1
COc1cc(/C=N/NC(=O)c2cccnc2)ccc1OC(=O)c1cc(OC)c(OC)c(OC)c1	7%	11%	0%	-25%	17	-1.6	8%	50	0
O=C(NCc1ccc(F)cc1)NC(=O)c1ccc(Cl)cc1	3%	4%	-2%	-6%	9	-3.9	2%	25	5
C/C(=N\Nc1cccc([N+](=O)[O-])c1)c1ccccc1O	-6%	13%	20%	-7%	0	0.0	u	3	15
CC(OC(=O)CNC(=O)c1cccc(F)c1)C(=O)NC1CCCCC1C (stereo not given)	-14%	0%	-11%	-7%	3	-0.4	8%	-17	9
Cc1ccccc1-n1c(SCC(=O)N2CCCC2)nnc1-c1ccccn1	-15%	5%	11%	-5%	-2	0.0	-5%	-5	0

Compound profiles, as listed above. Values in the order: WRN helicase inh | GLP-1R agonist | HEK293 tox | PLK1 PBD inh | DRD3 agonist | IL-2 act | GLP-1R inv ag | D3 antag | PI5P4Ka inh
`Cc1c(NC(=O)CCc2ccccc2)cccc1[N+](=O)[O-]` is listed as -32% | 6% | 5% | -11% | -3 | -0.8 | -3% | 12 | -2
`N#Cc1cccc(NC(=O)Cn2cnc(S(=O)(=O)N3CCCC3)c2)c1` is listed as 7% | 4% | -13% | -9% | -16 | 1.1 | -16% | -7 | -1
`CCOC(=O)Cn1c(=O)n(-c2cccc(Cl)c2)c2nc(-c3ccccc3Cl)nc(C(N)=O)c21` is listed as x | -1% | 1% | x | -6 | x | -18% | x | x

Additional structures follow:
SMILES	WRN helicase inh	GLP-1R agonist	HEK293 tox	PLK1 PBD inh	DRD3 agonist	IL-2 act	GLP-1R inv ag	D3 antag	PI5P4Ka inh
Cc1cc(C)n(CC(=O)NNC(=O)c2ccc(S(C)(=O)=O)cc2)n1	-3%	7%	-4%	3%	-5	-0.3	-15%	5	2
O=C(CNCCc1ccc(Cl)cc1)Nc1ccc(C(=O)N2CCCCC2)cc1	-11%	7%	-13%	1%	-15	-3.1	u	-8	23
C/C(=N\NC(=O)C(=O)Nc1ccc(C)c(Cl)c1)c1ccncc1	-2%	0%	5%	-7%	29	-0.4	10%	133	0
CCN(CCCNC(=O)Cn1ncc2c([nH]c3ccc(C)cc32)c1=O)c1cccc(C)c1	2%	2%	5%&-8%	-16%	3&8	-1.9	-1%&4%	5	6
COc1ccc2nc(NC(=O)CS(=O)(=O)Cc3ccccc3)sc2c1	3%	-4%	3%	-11%	5	-0.2	-1%	-5	0
Cc1ccc(NC(=O)C(C)N2C(=O)c3ccccc3C2=O)cc1 (stereo not given)	6%	-6%	5%	-8%	-14	0.1	12%	u	2
COc1ccc(/C=N/NC(=O)CNC(=O)/C=C/c2ccco2)cc1OC	-10%[11.6 µM]	4%	4%	-5%	4	-0.5	101%[activator]	5	-19
O=C(c1cccs1)N1CCN(C23CC4CC(CC(C4)C2)C3)CC1	0%	2%	-3%	0%	-5	-1.1	5%	8	4
COc1ccc(NC(=O)CN(C)C(=O)C(NC(=O)c2ccco2)C(C)C)cc1 (stereo not given)	-2%	-1%	2%	-2%	0	-0.4	5%	2	-6
Cc1ccc(N2CCN(S(=O)(=O)N(C)C)CC2)c(C)c1	-2%	-6%	10%	-7%	-3	0.5	8%	22	6
Cc1ccc(Cn2nnc3c(=O)n(CC(=O)N4CCCc5ccccc54)cnc32)cc1	-1%	0%	-11%	-15%	-17	-1.4	6%	14	x
COc1ccc(C(CNC(=O)c2ccc(NS(=O)(=O)c3ccc(F)c(C)c3)cc2)N2CCCC2)cc1 (stereo not given)	-2%	19%	-14%	0%	-16	-1.3	u	-22	2
CCCN1CCN(C(=O)c2cc(COc3ccc4ncccc4c3)on2)CC1	1%	0%	4%	-4%	1	-2.2	11%	12	2
Cc1c(C(=O)N2CCCCC2)c(S(=O)(=O)N2CCN(c3ccccc3F)CC2)c(C)n1C	4%	10%	-11%	-5%	0	0.3	14%	0	3
O=P(Cc1ccccn1)(c1ccccc1)c1ccccc1	-1%	-12%	6%	2%	6	-1.4	-2%	3	x
CC(C)c1ccc(Nc2nnc(SCC(=O)Nc3ncc(S(=O)(=O)c4ccc([N+](=O)[O-])cc4)s3)s2)cc1	-19%	-8%	2%	42µM*	-5	-2.7	14%	u	u
